B2AR arrestin ag – ADRB2 beta-arrestin recruitment | AID 1347077 | HTLA Tango cells, beta-arrestin recruitment, luciferase luminescence, 18 h | 44,000 tested, under 10 active | Potency, µM (series often up to 46.1 µM), for the others: top-dose activation, most hits filed as activators | P07550;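 further: potency means the concentration at half of the fitted maximal effect; 0% = DMSO and full agonism = EC100 isoproterenol or metaproterenol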
Target sequence (P07550 whole entry, looked up): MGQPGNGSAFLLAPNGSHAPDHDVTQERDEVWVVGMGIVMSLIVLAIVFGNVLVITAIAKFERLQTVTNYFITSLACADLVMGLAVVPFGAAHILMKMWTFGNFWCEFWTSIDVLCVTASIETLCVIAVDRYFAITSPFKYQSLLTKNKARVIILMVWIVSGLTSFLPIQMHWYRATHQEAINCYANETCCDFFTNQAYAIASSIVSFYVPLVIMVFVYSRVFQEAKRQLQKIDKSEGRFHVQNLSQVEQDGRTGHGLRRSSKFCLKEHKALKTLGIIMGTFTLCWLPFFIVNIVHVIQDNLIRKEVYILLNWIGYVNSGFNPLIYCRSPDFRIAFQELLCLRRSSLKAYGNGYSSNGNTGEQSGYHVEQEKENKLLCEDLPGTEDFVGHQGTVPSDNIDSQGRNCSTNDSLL
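Tango cells expressing recombinant beta2-AR and beta-arrestin were treated with compounds (up to 46 microM titration) in DMEM with 1% FBS for 18 hr at 37 degrees C. Beta-arrestin recruitment drove tTA-dependent luciferase, read by luminescence; curves were fitted and classed.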
p53null 39C kill – p53 null cell cytotoxicity, nonpermissive temperature; Potency, µM (doses to about 46.1 µM), inactives show top-dose activity, negative = cell killing, hits mostly cytotoxic; 55,000 tested, 0.97% active; H1299 p53-null (neo) cells, 39C, ATPlite viability, 24 h; AID 904;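 further: potency means the concentration at half of the fitted maximal effect; 0% = DMSO only and -100% = full killing by 100 µM tamoxifen; nearly all actives have a fitted effect of over 50% in size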
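H1299 lung cancer cells, p53-null (H1299-neo) or expressing p53 A138V (H1299-p53A138V), were plated overnight at 37C, then exposed to compounds at up to 46 uM for 24 hr at 39C. Viability was read by ATP-based luminescence.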
NTMT1 inh – NTMT1 methyltransferase inhibition; Q9BV86; NTMT1 MTase-Glo SAH luminescence, purified enzyme; Potency, µM (highest dose often 114 µM), for the others: at the top dose activity change, negative = inhibition, actives largely listed as inhibitors; 59,000 tested, 2.5% active;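 further: potency means the concentration at half of the fitted maximal effect; plate controls were DMSO vehicle for no effect and no enzyme for full effect; nearly all actives have a fitted effect of over 65% in size; many of its hits are not listed in these tables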
GALK inh – GALK (human) enzyme inhibition; P51570; recombinant GALK, Kinase-Glo ATP luminescence, 1 h; Potency, µM (series often up to 57.5 µM), without a hit: at the highest dose activity, negative = inhibition, usual class: inhibitors; 44,000 tested, under 10 active; AID 1347072;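 further: plate controls were full GALK reaction for no effect and reaction lacking GALK for full effect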
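Luminescent ATP-depletion readout (Kinase-Glo Plus) after 1 h room-temperature incubation of human GALK (5 nM) with galactose 100 µM and ATP 35 µM, pH 8.0 HEPES/Mg2+ buffer; compounds tested in qHTS format.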
PTAP-TSG101 blk – inhibitors of HIV-1 PTAP binding to human TSG101, validation; 44,000 tested, under 10 active; Q99816; Fluorescence polarization, FITC-PTAP peptide/Tsg101, 20 min; Potency, µM (highest dose often 115 µM), inactives show at the highest dose activity change, negative = inhibition, actives largely listed as inhibitors; further: potency means the concentration at half of the fitted maximal effect; 0% is about no effect
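Compounds pinned into 10 uM Tsg101 binding domain, then 50 nM FITC-PTAP peptide added in pH 7.5 HEPES buffer; FP read after 20 min, room temperature. Total S+P intensity flags fluorescent compounds; active cut-off <25 µM, efficacy <60%.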
p53null 32C kill – p53 null cell cytotoxicity, permissive temperature; 55,000 tested, 0.62% active; Potency, µM (series often up to 46.1 µM), for the others: at the top dose activity change, negative = cytotoxicity, usual class: cytotoxic; AID 903; H1299-neo p53 null cells, ATP luminescence, 24 h, 32C;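 further: potency means the concentration at half of the fitted maximal effect; 0% = DMSO only and -100% = full killing by 100 µM tamoxifen; nearly all actives have a fitted effect of over 55% in size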
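H1299-neo (p53 null) cells, 600/well, treated 24 h at 32C with compound up to 46 uM; ATPlite luminescence viability, normalized to DMSO and 100 uM tamoxifen; AC50 by Hill fit.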
FH mod – Identification of activators of human fumarate hydratase by quantitative high-throughput screening | Fumarate hydratase, mitochondrial (Homo sapiens), P07954 | 54,000 tested, 0.22% active | Potency, µM (series often up to 79.9 µM), for the others: top-dose activity change, negative = inhibition, actives largely listed as inhibitors | FH coupled MDH/diaphorase resazurin fluorescence, 15 min; further: potency means the concentration at half of the fitted maximal effect; on the % scale 0 is the no-effect control and ±100 the full control effect; the screen sought activators but most active calls are inhibition curves; nearly all actives have a fitted effect of over 45% in size
Target sequence (P07954 whole entry, looked up): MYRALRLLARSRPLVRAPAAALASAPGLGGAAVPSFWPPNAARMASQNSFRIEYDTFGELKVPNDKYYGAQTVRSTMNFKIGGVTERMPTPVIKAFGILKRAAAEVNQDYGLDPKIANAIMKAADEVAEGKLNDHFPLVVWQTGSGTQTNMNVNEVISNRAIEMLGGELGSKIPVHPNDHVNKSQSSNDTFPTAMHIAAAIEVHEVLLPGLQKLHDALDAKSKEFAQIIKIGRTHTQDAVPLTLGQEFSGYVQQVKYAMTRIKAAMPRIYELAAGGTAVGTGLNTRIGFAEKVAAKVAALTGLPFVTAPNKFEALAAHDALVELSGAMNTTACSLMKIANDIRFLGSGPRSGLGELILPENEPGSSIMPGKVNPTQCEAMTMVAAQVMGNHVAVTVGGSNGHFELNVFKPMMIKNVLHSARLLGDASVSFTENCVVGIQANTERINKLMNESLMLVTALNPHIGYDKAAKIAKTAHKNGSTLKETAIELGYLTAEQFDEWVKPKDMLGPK
Active calls of the source: *; ? = inconclusive; · = not tested or not shown; [ ] = another dose, or the depositor's remark. The call rests on the fitted dose curve; in most records, active means well fitted curve in the direction sought with a large enough effect; inconclusive means small, poorly fitted or top-dose-only effect, or another doubt; inactive means no such curve, though single readings can be large; an effect the other way counts as inactive or inconclusive.

Under each structure: B2AR arrestin ag | p53null 39C kill | NTMT1 inh | GALK inh | PTAP-TSG101 blk | p53null 32C kill | FH mod
COc1ccc(OCC(=O)Nc2c(C(=O)N3CCN(c4ccccc4)CC3)oc3ccccc23)cc1
  0.4% | -7.6% | -1.9% | -5.4% | -0.2% | -3.1% | -16.0%
COC(=O)c1c(SC)nc2ccccc2c1OCc1cccc(C)c1
  1.7% | -17.3% | -4.8% | -0.1% | 0.1% | -4.5% | -13.2%
CCN(CC)CC(C)CNC(=O)CN1C(=O)CSc2ccc(S(=O)(=O)N3CCOCC3)cc21 (stereo not drawn)
  -1.3% | 21.1% | -1.5% | 0.3% | -2.7% | -5.7% | 4.2%
O=C(CSc1nnc(-c2ccc([N+](=O)[O-])cc2)o1)Nc1ccccc1
  -0.1% | 6.31µM* | 7.6% | -2.8% | 0.1% | ? | -1.3%
COc1ccc(OC)c(-c2cc(C(=O)Nc3ccc(C)c(C)c3)no2)c1
  0.9% | -27.3% | · | 4.0% | -7.0% | -9.8% | ·
COc1ccc(OC)c(NC(=O)c2cc3cc4ccc(C)cc4nc3s2)c1
  0.5% | -4.8% | 0.3% | -3.7% | -10.1% | -7.5% | -5.9%
CCC(=O)Nc1cc(C)c(O)c(-c2nc3ncccc3o2)c1
  -0.1% | 2.3% | 16.2% | -0.9% | -2.2% | 10.7% | -0.1%
O=C(c1ccc2c(c1)N(Cc1ccccc1F)C(=O)c1ccccc1S2(=O)=O)N1CCOCC1
  -0.9% | -13.2% | 6.5% | -0.1% | 0.4% | 3.5% | 2.3%
COc1cccc(NS(=O)(=O)c2ccc3[nH]cc(C(=O)NC(C)c4ccccc4)c(=O)c3c2)c1 (stereo not drawn)
  -1.5% | 19.0% | 15.4% | 6.5% | -0.1% | 36.8%[activator] | ?
COc1ccc2cc3cc(C(=O)Nc4ccccc4C)oc3nc2c1
  -0.1% | 16.6% | 0.3% | 1.1% | 7.5% | -3.4% | -1.9%
CCCN(C(=O)c1cc2c(=O)oc3ccccc3c2s1)c1cccc(Cl)c1
  -2.1% | 2.3% | 7.7% | -2.7% | -2.1% | 6.4% | 6.4%
O=C(NCc1ccccc1)C(=O)NCC(c1ccco1)S(=O)(=O)c1ccccc1 (stereo not drawn)
  -3.1% | 0.2% | 3.5% | -2.3% | 0.2% | 1.4% | ?
CCc1nc(SCC(=O)Nc2ccc(NC(C)=O)cc2)n[nH]1
  -2.2% | 43.9%[activator] | 1.9% | 0.0% | -2.9% | 3.6% | -17.3%
Cc1ccc(CNC(=O)C2CCN(S(=O)(=O)c3cccc4nonc34)CC2)cc1
  0.5% | 23.8% | 4.7% | 7.2% | 1.4% | 8.5% | -32.9%
COc1ccc(-c2coc3c2c(C)cc2oc(=O)c(CC(=O)O)c(C)c23)cc1
  -1.6% | 5.4% | -16.0% | -2.1% | -3.2% | -21.2% | ?
COCCN1CCN(Cc2ccc(C(=O)NC(C)C)cc2)C(=O)C1=O
  -0.3% | -1.5% | -1.8% | -3.6% | -2.2% | -3.3% | -12.6%
CCOC(=O)c1cccc(NS(=O)(=O)c2ccc(-c3cnc(C4CC4)o3)cc2)c1
  -0.2% | 1.3% | 18.6% | -1.1% | -3.8% | -5.8% | ?
O=C(CCc1ccccc1)N(Cc1cccnc1)c1nc2ccc(F)cc2s1
  -3.5% | 10.1% | -21.8% | 3.1% | 1.5% | 19.6% | ?
CCOC(=O)c1ccc(NC(=O)c2cn(-c3ccccc3)nc2-c2ccc(C)cc2)cc1
  0.6% | -5.8% | 11.4% | -15.3% | -2.1% | 1.2% | -12.0%
Cc1ccc(-c2nc(CS(=O)CC(=O)NCc3ccccc3Cl)c(C)o2)cc1 (stereo not drawn)
  -1.5% | -13.9% | -7.7% | -18.1% | 2.4% | 3.0% | -5.3%
COc1ccc(C(=O)NNc2ncnc3c2cnn3-c2ccccc2)cc1
  -1.1% | -0.1% | -11.8% | -2.0% | -2.1% | 2.8% | 13.1%
COc1ccccc1NC(=O)CCC(=O)N1CC(C)Oc2ccc(C)cc21 (stereo not drawn)
  -2.3% | -0.3% | 13.3% | -11.8% | 0.4% | -9.2% | -5.1%
COc1ccccc1C(=O)Nc1c(C(=O)N(C)c2ccccc2)sc2nc(C)cc(C)c12
  -2.0% | -12.9% | -12.1% | 8.7% | 2.5% | 4.2% | 4.9%
CCC(=O)N1CCc2cc(OC)c(OC)cc2C1COc1ccc2c(C)cc(=O)oc2c1 (stereo not drawn)
  0.6% | -3.3% | -1.4% | -2.5% | 2.1% | 1.6% | 1.1%
Cc1ccc(NC(=O)CSc2ccc(-c3ccccn3)nn2)cc1F
  4.6% | -10.1% | 11.6% | 4.6% | 1.1% | -17.9% | 23.7%
O=C(C1COc2ccccc2O1)N1CCN(c2nc3c(F)cccc3s2)CC1 (stereo not drawn)
  -3.5% | 24.4% | -15.7% | 5.6% | -3.7% | -4.4% | -1.9%
Cc1ccc(NC(=O)Cn2cc(C(=O)c3cccs3)c3ccccc32)cc1C
  0.9% | -0.2% | -1.5% | 1.0% | -0.5% | 12.7% | -27.7%
COc1ccc(N2CCN(S(=O)(=O)CCNC(=O)C3CC(=O)N(c4ccccc4)C3)CC2)cc1 (stereo not drawn)
  -0.7% | 3.3% | 10.7% | -1.8% | -13.7% | -1.5% | -0.6%
CCOC(=O)c1c(NC(=O)/C=C/c2ccc(C)cc2)sc2c1CCCC2
  -0.2% | -1.7% | 7.0% | -0.9% | 1.7% | -1.9% | -3.9%
CCc1ccc(C2CC(=O)c3c([nH]c(C(=O)OCc4ccc(C)cc4)c3C)C2)cc1 (stereo not drawn)
  -1.9% | 15.3% | -5.5% | -6.0% | -0.2% | 1.8% | -10.8%

Reprinted from the part before: 2 compounds, then new ones.
Under each structure: B2AR arrestin ag | p53null 39C kill | NTMT1 inh | GALK inh | PTAP-TSG101 blk | p53null 32C kill | FH mod
CCOC(=O)c1c(NC(=O)/C=C/c2ccc(C)cc2)sc2c1CCCC2
  -0.2% | -1.7% | 7.0% | -0.9% | 1.7% | -1.9% | -3.9%
CCc1ccc(C2CC(=O)c3c([nH]c(C(=O)OCc4ccc(C)cc4)c3C)C2)cc1 (stereo not drawn)
  -1.9% | 15.3% | -5.5% | -6.0% | -0.2% | 1.8% | -10.8%
CCOc1ccc2nc(N3CCCC(C(=O)NCCc4ccc(SC)cc4)C3)sc2c1 (stereo not drawn)
  0.6% | -7.3% | 5.4% | 2.0% | -0.7% | -6.9% | 5.6%
C=C(C)Cn1c(=O)c2c(nc3n2CCN3c2cc(C)cc(C)c2)n(C)c1=O
  3.2% | -8.8% | ? | 3.6% | -6.3% | -3.1% | 0.3%
O=C(CN1C(=O)C2CCCCN2c2ccc(C(=O)N3CCCC3)cc21)NCc1cccc(Cl)c1 (stereo not drawn)
  0.8% | -10.3% | -10.8% | -2.5% | -13.8% | -11.3% | -0.7%
CCOCCCNC(=O)c1ccc2c(=O)n(CCc3ccc(OC)c(OC)c3)c(=O)[nH]c2c1
  -3.3% | 2.3% | 0.7% | -2.3% | 1.4% | 2.9% | 2.4%
CC(C)c1ccc(NC(=O)Cn2cc(S(=O)(=O)Cc3cccc(Cl)c3)c3ccccc32)cc1
  3.1% | -5.6% | 7.6% | -5.4% | -5.9% | -3.7% | 0.8%
O=C(NCCCN1CCCCC1)c1[nH]c2ccccc2c1Sc1ccc(Cl)cc1
  -2.8% | 1.3% | ? | 3.3% | 1.0% | -2.3% | -10.2%
Cc1ccc(CNC(=O)C2CCCN(c3nn4cc(-c5ccc(C)cc5)nc4s3)C2)cc1 (stereo not drawn)
  0.5% | -1.3% | 0.0% | 0.9% | 0.3% | -7.0% | -5.5%
COc1cccc(-c2ccc3c(N)c(C(=O)Nc4ccc(C)c(F)c4)sc3n2)c1
  0.5% | -18.8% | 0.8% | -0.1% | -0.8% | -13.0% | ?
CC1CCN(S(=O)(=O)c2ccc3c(c2)CCN3C(=O)Nc2ccc(Br)cc2)CC1
  -2.9% | -6.7% | 6.6% | 6.8% | 3.2% | 0.7% | -1.0%
CCC(=O)N1CCc2cc(S(=O)(=O)N(C)c3cccc(C)c3)ccc21
  -2.0% | -17.7% | 3.6% | 2.5% | 1.9% | -2.4% | -10.4%
O=C(CCCn1c(=O)[nH]c2ccc(Br)cc2c1=O)N1CCN(c2cccc(Cl)c2)CC1
  -0.5% | ? | 3.3% | -3.9% | -2.4% | -25.1% | -22.7%
COc1ccc(S(=O)(=O)n2nc(C)c(S(=O)(=O)N3CCC(C)CC3)c2C)cc1OC
  -0.5% | 3.4% | 21.9% | -1.5% | -4.3% | -6.7% | 1.8%
CC(=O)Nc1ccc(Nc2nc3c(S(=O)(=O)c4cccc(Cl)c4)nnn3c3ccsc23)cc1
  -0.9% | -15.3% | -0.8% | ? | -5.3% | -2.7% | 10.5%
COc1ccc(NC(=O)Cn2cnc3sc(C)c(S(=O)(=O)N4CCN(C)CC4)c3c2=O)cc1OC
  -0.2% | -11.6% | 15.1% | -3.3% | -4.2% | -6.0% | -4.2%
Cc1ccc(CNC(=O)CCCCn2c(=O)c3ccccc3n(Cc3ccc(Cl)cc3)c2=O)cc1
  -2.1% | -23.1% | 1.2% | 5.6% | 1.4% | 9.2% | -14.8%
CC(C)OCCCN1C(=O)c2[nH]nc(-c3ccccc3O)c2C1c1ccccc1F (stereo not drawn)
  6.8% | 18.4% | 3.1% | 2.9% | -3.7% | 23.4% | -6.0%
NC(=O)C1(N2CCCCC2)CCN(C(=O)Nc2ccc(Cl)c(Cl)c2)CC1
  -0.2% | -6.0% | ? | 1.2% | 0.3% | 6.0% | -5.6%
CC(NC(=O)CCn1c(=O)c2cccn2c2ccc(F)cc21)c1ccccc1 (stereo not drawn)
  1.7% | 0.4% | 2.8% | -15.4% | 2.1% | -2.9% | -0.9%
Cc1nc(N2CCOCC2)c2c(C(=O)Nc3cccc(C(F)(F)F)c3)c(C)oc2n1
  0.1% | -27.7% | 6.6% | 0.7% | 0.6% | 3.0% | 1.4%
COc1cccc(C(=O)Nc2cc(-c3ccccc3)nn2-c2ccccc2)c1
  -0.1% | -14.3% | 2.8% | 0.5% | -1.8% | -5.4% | -26.0%
O=C(Cn1c(=O)n(-c2ccccc2)c(=O)c2c3c(sc21)CCCC3)Nc1ccccc1
  0.3% | -29.5% | 6.7% | -1.8% | 1.5% | -12.0% | 4.4%
Cc1ccc(NC(=O)Cn2c(=O)n(-c3ccc(C)cc3)c(=O)c3c2cnn3C)cc1
  0.5% | 8.7% | 1.7% | 0.0% | -0.9% | -2.9% | -7.2%
CC1CCCCN1CCCNC(=O)Cn1ncc2c3ccccc3n(Cc3ccccc3F)c2c1=O (stereo not drawn)
  -3.5% | -7.9% | -25.2% | 7.9% | -3.7% | -5.9% | -9.4%
O=C(CCS(=O)(=O)c1nc(-c2cccs2)cc(C(F)(F)F)n1)Nc1ccc(Br)cc1
  ? | 47.2%[activator] | 8.4% | 1.0% | 0.2% | 5.1% | 3.3%

Some of the compounds tested; the hit share may differ from the screen's.
